Source: PubChem BioAssay
Giardia FBPA inh: Giardia lamblia aldolase inhibition; purified Giardia FBPA; Potency, µM (highest dose often 59.6 µM), for the others: top-dose activity, negative = inhibition, actives largely listed as inhibitors; A8B2U2; 290,000 compounds, 0.71% hits; also: potency is read from the fitted curve at half-maximal effect; % is scaled to controls: 0 for no effect and ±100 for the full control effect; nearly all actives have a fitted effect of over 55% in size
Target sequence (A8B2U2 whole entry, looked up): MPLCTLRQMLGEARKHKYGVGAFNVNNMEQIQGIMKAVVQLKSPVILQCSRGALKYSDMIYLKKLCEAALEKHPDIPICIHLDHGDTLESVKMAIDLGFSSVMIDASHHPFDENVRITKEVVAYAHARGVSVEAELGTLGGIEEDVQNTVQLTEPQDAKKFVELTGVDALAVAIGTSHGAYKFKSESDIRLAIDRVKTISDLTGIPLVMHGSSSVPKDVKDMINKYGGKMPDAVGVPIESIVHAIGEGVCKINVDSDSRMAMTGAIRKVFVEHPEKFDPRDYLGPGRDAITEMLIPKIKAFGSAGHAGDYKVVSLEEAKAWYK
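Giardia FBPA (40 nM reagent) was preincubated 10 min at RT with compound (up to 57.5 uM final), then substrate plus GAPDH/TPI/NAD/arsenate coupling system with diaphorase/resazurin was added; resorufin fluorescence (525/598 nm) was read after 20 min.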
CHX counter: counter-screen for Shiga toxin inhibitors: cycloheximide protein synthesis inhibition; cell reporter, cycloheximide protein synthesis inhibition counterscreen; 300,000 compounds, 12% hits; max response, %; AID 2314; in the data active = max response mostly above about 13%, no sharp cut-off; inactive = mostly below about 14%; also: read at 38.3 µM for the half of the compounds with a filed dose; 0% is about no effect
Pf growth 96h: P. falciparum growth inhibition at 96 hour, primary screen for plastid delayed-death inhibitors; Potency, µM (highest dose often 28.7 µM), without a hit: top-dose activity change, negative = inhibition, usual class: inhibitors; P. falciparum luciferase reporter growth, 96 h; AID 504834; 320,000 compounds, 6.9% hits; also: potency is read from the fitted curve at half-maximal effect; % is scaled to controls: 0 for no effect and ±100 for the full control effect
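Parasite growth measured via integrated firefly luciferase reporter in P. falciparum. Infected erythrocytes at 2% hematocrit, 0.05% parasitemia final were treated 96 hours at 37 C under 5% CO2, and luminescence was read.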
Shiga toxin inh: blocks Shiga toxin action in Vero cells | 290,000 compounds, 9.2% hits | AID 2315 | Vero cells, Shiga toxin protein synthesis inhibition reporter | inhibition, % at 38.7 µM; in the data active = inhibition mostly above about 28%, no sharp cut-off; inactive = mostly below about 43%; also: 0% is about no effect
Pf growth 48h: P. falciparum growth inhibition at 48 hours (one generation); Potency, µM (highest dose often 28.7 µM), for inactives: top-dose activity change, negative = inhibition, hits mostly inhibitors; AID 504832; 310,000 compounds, 5.9% hits; P. falciparum luciferase growth in erythrocytes, 48 h; also: potency is read from the fitted curve at half-maximal effect; % is scaled to controls: 0 for no effect and ±100 for the full control effect
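Compounds are pin-transferred into medium, infected erythrocytes (2% hematocrit, 0.1% parasitemia final) are added, and plates sit one parasite generation at 37 C in 5% CO2. Detection reagent is then added and luminescence measured.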
Sm TGR inh: S. mansoni TGR enzyme inhibition | purified TGR, DTNB reduction, TNB absorbance 405 nm | Q962Y6 | 360,000 compounds, 3% hits | Potency, µM (top dose mostly 114 µM), for the others: top-dose activity change, negative = inhibition, hits mostly inhibitors | AID 485364; also: potency is read from the fitted curve at half-maximal effect; % is scaled to controls: 0 for no effect and ±100 for the full control effect; nearly all actives have a fitted effect of over 60% in size
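Kinetic colorimetric format: TGR-catalysed, NADPH-driven DTNB reduction monitored via TNB absorbance. Enzyme dispensed at 20 nM; compound exposure 15 min at room temperature before reaction start.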
Numbers without * were called inactive; i = inactive; ? = inconclusive; nt = not tested or not shown; & = joins results of further samples; [ ] = remark or other dose. Unless noted, calls follow the shape of the dose curve; as a rule, active = well fitted curve in the direction sought with a large enough effect; inconclusive = small, poorly fitted or top-dose-only effect, or another doubt; inactive = no such curve, though single readings can be large; an effect the other way counts as inactive or inconclusive.

SMILES	Giardia FBPA inh	CHX counter	Pf growth 96h	Shiga toxin inh	Pf growth 48h	Sm TGR inh
CCN1C(=O)C(=O)N(CC(=O)N(C)CC(=O)Nc2ccccc2Cl)C1=O	nt	nt	32.5%[activator]	nt	8.9%	4.9%
CCN(CC)C(=O)CSc1nc(N)c(C(=O)Nc2ccc(OC)cc2)s1	2.5%	12.3	0.4%	-7.0	13.2%	0.5%
Nc1nnc(CC(=O)N2CCCCC2)s1	6.6%	-2.7	22.0%	23.8	15.1%	-31.3%
CC(NC(=O)[C@H](Cc1c[nH]c2ccccc12)NC(=O)[C@@H]1Cc2ccccc2CN1)c1ccccc1 (some centres not stated)	-25.2%	-2.1	?	-10.2	?	-17.8%
CC(NC(=O)[C@@H](C)NC(=O)[C@@H]1Cc2ccccc2CN1C(=O)OC(C)(C)C)c1ccccc1 (some centres not stated)	nt	8.9	?	3.0	?	?
O=[N+]([O-])c1ccc(Sc2cccc3cccnc23)cc1	?	25.6*	0.4%	64.7*	nt	-7.5%
CN(C)C(=O)c1ccc(N/C=C(\C=O)c2nc3ccccc3o2)cc1	-21.0%	4.0	1.1%	54.4	24.1%	23.2%
COc1ccc(C(=O)OCC(=O)NC2CC2)cc1S(=O)(=O)N1CCOCC1	14.8%	5.8	57.0%[activator]	11.9	32.4%[activator]	-1.2%
CCN1C(=O)c2cccc3c(S(=O)(=O)NCCc4c[nH]c5ccccc45)ccc1c23	0.9%	-0.9	-22.6%	4.4	nt	2.6%
CN(C)c1ccc(NC(=O)COC(=O)c2cc(=O)c3ccccc3o2)cc1	-0.5%	-1.1	29.0%	13.4	33.1%[activator]	?

Some of these compounds in order of number of heavy atoms, highest first.
SMILES	Giardia FBPA inh	CHX counter	Pf growth 96h	Shiga toxin inh	Pf growth 48h	Sm TGR inh
CC(NC(=O)[C@H](Cc1c[nH]c2ccccc12)NC(=O)[C@@H]1Cc2ccccc2CN1)c1ccccc1 (some centres not stated)	-25.2%	-2.1	?	-10.2	?	-17.8%
CC(NC(=O)[C@@H](C)NC(=O)[C@@H]1Cc2ccccc2CN1C(=O)OC(C)(C)C)c1ccccc1 (some centres not stated)	nt	8.9	?	3.0	?	?
CN(C)C(=O)c1ccc(N/C=C(\C=O)c2nc3ccccc3o2)cc1	-21.0%	4.0	1.1%	54.4	24.1%	23.2%
Nc1nnc(CC(=O)N2CCCCC2)s1	6.6%	-2.7	22.0%	23.8	15.1%	-31.3%

Returning to the listing, repeating the 5 entries before the break.
SMILES	Giardia FBPA inh	CHX counter	Pf growth 96h	Shiga toxin inh	Pf growth 48h	Sm TGR inh
O=[N+]([O-])c1ccc(Sc2cccc3cccnc23)cc1	?	25.6*	0.4%	64.7*	nt	-7.5%
CN(C)C(=O)c1ccc(N/C=C(\C=O)c2nc3ccccc3o2)cc1	-21.0%	4.0	1.1%	54.4	24.1%	23.2%
COc1ccc(C(=O)OCC(=O)NC2CC2)cc1S(=O)(=O)N1CCOCC1	14.8%	5.8	57.0%[activator]	11.9	32.4%[activator]	-1.2%
CCN1C(=O)c2cccc3c(S(=O)(=O)NCCc4c[nH]c5ccccc45)ccc1c23	0.9%	-0.9	-22.6%	4.4	nt	2.6%
CN(C)c1ccc(NC(=O)COC(=O)c2cc(=O)c3ccccc3o2)cc1	-0.5%	-1.1	29.0%	13.4	33.1%[activator]	?
COc1ccc(OC)c(CCNC(=O)CSc2ccsc2[N+](=O)[O-])c1	-5.6%	11.6	-12.0%	2.3	?	-33.4%
CC(Sc1nc(C(F)(F)F)nc2ccccc12)C(=O)NC1CCCC1 (configuration not stated)	nt	nt	?	nt	?	10.1%
CCc1cccc(OCC(=O)Nc2ccccc2N2CCCC2)c1	nt	nt	?	nt	?	-0.1%
Cc1cc(C)n(-c2ccc(C(=O)OCC(=O)Nc3ccc(Cl)cc3[N+](=O)[O-])cc2)n1	7.2%	-4.2	13.1%	-5.7	12.5%	2.2%
CCOc1ccc(CN2CCN(Cc3cc4ccccc4o3)CC2CCO)cc1 (configuration not stated)	7.0%	8.1	?	nt	-26.1%	-6.5%
COc1ccc(S(=O)(=O)N2CCN(S(=O)(=O)c3ccc(OC)cc3)CC2)cc1	nt	-9.0	?	1.1	?	-9.4%
COc1cccc(CN2CCNC(=O)C2CC(=O)NCCn2nc(C)cc2C)c1OC (configuration not stated)	-20.3%	0.9	?	-12.5	-3.1%	?
CCc1ccc(OCCOCC(O)CN2CCN(Cc3ccc(Cl)cc3)CC2)cc1 (configuration not stated)	-14.9%	-3.1	?	-7.2	-17.3%	6.5%
O=C(COC(=O)c1cc[n+]([O-])cc1)Nc1c(Cl)cccc1C(F)(F)F	nt	nt	24.8%	nt	5.8%	-1.7%
Cc1cc(C)n(Cc2n[nH]c(=S)n2Cc2ccccc2)n1	-11.1%	-2.6	12.9%	-10.2	8.7%	6.9%
CCc1cc(-c2n[nH]c(=S)n2-c2ccccc2C)cs1	2.5%	-7.5	?	-8.1	nt	-9.4%
CCn1cc([N+](=O)[O-])c(C(=O)NCc2ccc(Cl)cc2)n1	3.9%	-5.1	-1.3%	13.2	-9.2%	0.0%
COc1cccc(CN2CCN(Cc3ccc4cccc(F)c4n3)CC2CCO)c1 (configuration not stated)	-11.3%	-3.5	24.6%	12.8	-23.9%	?
CC1=Nc2cc(C(=O)NCC3CCCO3)ccc2Sc2ccc(Br)cc21 (configuration not stated)	-1.7%	-0.4	-8.9%	-9.9	?	6.1%
Cc1cc(C)n2nc(SCc3c(F)cccc3Cl)nc2n1	15.3%	13.0	?	22.5	-20.3%[0.00184 µM]	6.4%
Cc1ccc(S(=O)(=O)N(C)CC(=O)N2CCC(C(N)=O)CC2)cc1	-0.5%	-2.9	14.4%	-1.9	27.9%	-0.9%
CC(=O)c1c(C)[nH]c(C(=O)N2CCN(c3ccc(F)cc3)CC2)c1C	-5.2%	9.4	19.8%	-6.4	nt	4.5%
Cc1cccc(C)c1NC(=O)C(NC=O)c1ccccc1 (configuration not stated)	3.3%	-3.5	17.7%	-17.2	0.4%	9.6%
c1ccc2c(Cn3ccnc3)cccc2c1	3.8%	5.9	?	-8.2	?	0.7%
O=C(C1CC(=O)N(c2ccc3c(c2)OCCO3)C1)N1CCN(c2cccc(C(F)(F)F)c2)CC1 (configuration not stated)	nt	nt	10.6%	nt	?	-8.1%
CN(C)CCNC(=O)C12CC3(C)CC(C)(CC(C)(C3)C1)C2	-1.8%	-1.9	69.1%[activator]	-19.8	nt	1.5%
O=C(Nc1cccnc1)NC1CCCCC1	4.6%	7.6	1.4%	52.6	?	1.7%
CC(=O)N1CCN(Cc2nc3cc(NC(=O)c4ccccc4C)ccc3n2C)CC1	-4.9%	-0.4	?	-19.9	-1.2%	0.0%
Cc1ccc(/C=C2/SC(=S)N(CCC(=O)N3CCN(C)CC3)C2=O)cc1	-1.6%	-3.0	11.7µM*	7.9	?	-14.7%
Cc1cccc(C)c1NC(=O)C(=O)NCC1CCCN1S(=O)(=O)c1ccccc1 (configuration not stated)	nt	nt	?	nt	?	-2.0%
Cn1nnnc1SCC(=O)Nc1nc2ccccc2s1	-2.6%	28.7*	13.8%	25.2	43.6%[activator]	0.0%
CCOc1ccccc1NC(=O)c1ccc(OCC)c([N+](=O)[O-])c1	2.3%	8.6	197.2%[activator]	-7.4	3.2%	3.1%
O=S(=O)(c1ccc(N2CCOCC2)c(Cl)c1)N1CCOCC1	-0.6%	-6.4	-24.8%	-7.9	-3.6%	-2.2%
COc1ccc(N(CC(=O)N2CCc3ccccc3C2)S(=O)(=O)c2c(C)nn(C)c2C)cc1	-8.0%	-0.4	1.17µM*	-3.2	nt	2.2%
FC(F)(F)c1cccc(Cn2cnc(NC(=S)NCCc3ccccc3)n2)c1	-4.2%	-4.7	?	-15.9	?	nt
O=C(O)c1ccc(NC(=O)c2ccccc2NC(=O)c2ccccc2Br)cc1	-1.5%	-0.4	?	-3.9	3.3%	6.2%
COC(=O)C1=C(C)N(CC(C)C)C(=O)C1	-21.1%	2.8	nt	-9.8	21.1%	-32.9%
O=C(CCNC(=O)c1ccc(Cl)cc1)Nc1ncccc1O	nt	1.2	10.2%	-24.4	5.6%	?
CC(C)CCNc1nc2c(cc1C#N)COC(C)(C)C2	-1.8%	-1.4	6.9%	-4.1	?	-16.8%
O=C(NNC(=S)NCCCN1CCOCC1)c1ccncc1	?	12.4	27.0%	-9.2	23.6%	-1.7%
CCc1ccc(S(=O)(=O)Nc2ccc(Br)cn2)cc1	23.2%	-0.7	14.6%	-4.5	26.4%	2.3%
CC(=O)c1ccc(NC(=O)C(C)Oc2ccc(N(C)S(=O)(=O)c3ccc(C)cc3)cc2)cc1 (configuration not stated)	nt	nt	13.1µM*	nt	14.7µM*	-2.7%
COC(=O)C(NC(=O)CCc1c(C)nc2c(c(C)nn2-c2ccccc2)c1C)C(C)C (configuration not stated)	-19.0%	-2.6	1.5%	-9.7	6.57µM*	-10.6%&1.4%
COc1ccc(CCNS(=O)(=O)CCNC(=O)c2ccccc2)cc1	nt	nt	1.6%	nt	14.7%	?
CC1(C)Cc2c(cnn2-c2cccc(F)c2)C(NC(=O)Cn2cccn2)C1 (configuration not stated)	nt	19.4*	-0.9%	-5.4	4.1%	0.4%
COc1ccc(N2CCN(C(=O)c3cccc4nc(C)oc34)CC2)cc1	0.3%	1.9	0.0%	22.2	13.4%	-7.1%
CCSCc1nnc(SCC(=O)Nc2nc(C)cs2)n1C	-4.7%	-0.4	15.8%	-2.4	-1.0%	22.4%
Cc1ccccc1OCCNC(=O)CSc1ccc(C(F)(F)F)cc1[N+](=O)[O-]	-2.2%	2.1	?	-3.7	1.1%	-1.1%
Cc1cc(NCc2ccc(F)cc2Cl)n2nnnc2n1	-1.1%	5.5	?	-20.2	?	2.8%
COc1ccc(CNC(=O)c2cc3c(=O)[nH]c4ccccc4c3n2C)cc1	4.8%	-4.7	-22.6%	17.3	?	4.8%
CCOc1ccc(Oc2c(C)oc3cc(O)ccc3c2=O)cc1	13.1%	-3.9	54.4%[activator]	23.2	0.0%	0.0%
CN1CCN(S(=O)(=O)c2ccc(Sc3nc4ccccc4[nH]3)c3nsnc23)CC1	-11.1%	3.8	124.1%[activator]	28.6	-26.5%	-3.2%
COCCCN(CCC#N)C(=O)c1c(-c2c(Cl)cccc2Cl)noc1C	5.6%	-2.1	23.2%	-4.3	49.8%[activator]	0.8%
NC1=Nc2cccc3cccc1c23	?	8.2	?	-3.9	?	-0.7%
CCN1CCN(C(=O)C(C)Sc2nnc3nc(C)cc(C)n23)CC1 (configuration not stated)	nt	nt	19.9%	nt	59.5%[activator]	-6.2%
Further results
SMILES	Giardia FBPA inh	CHX counter	Pf growth 96h	Shiga toxin inh	Pf growth 48h	Sm TGR inh
O=C(Nc1nc2c(Cl)c(Cl)ccc2s1)C1CC1	-5.0%	25.2*	31.2%[activator]	27.6*	14.8%	-5.4%
COc1ncc(-c2ccc3c(c2)S(=O)(=O)c2cccc(C(=O)O)c2C3=O)cn1	nt	nt	39.4%[activator]	nt	34.5%[activator]	0.2%
Cc1ccc(C)c(N2CCN(C(=O)CCCOc3cc(=O)n(C)c4ccccc34)CC2)c1	0.8%	-1.4	nt	7.4	?	2.1%
CCCCn1c(N)c(N2CCOCC2)c(=O)n(CC(=O)NC(C)c2ccccc2)c1=O (configuration not stated)	2.5%	-0.9	13.3%	-5.4	i	2.3%
